Assay outcomes as filed in PubChem.
M. tuberculosis = growth inhibition of non-replicating M. tuberculosis (AID 488890); inhibition, % at 25 µM; hits with a dose series show IC50 in µM; 320,000 tested, 0.39% active; Mycobacterium tuberculosis non-replicating, growth inhibition; higher % means a stronger effect; in the data active = a potency from the dose series; inconclusive = inhibition mostly from about 82% at the one dose, without a potency; inactive = the rest, 99 in 100 with inhibition below about 76%;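 also: plate controls were DMSO cells for no effect and high antibiotic wells for full effect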
VEEV TC-83 Vero = inhibitors of VEEV TC-83 cytopathic effect, confirmation, Vero cells (AID 588727); Vero cells, VEEV TC-83 cytopathic effect inhibition; higher % means a stronger effect; inhibition, % at 20 µM; hits with a dose series show IC50 in µM; 350,000 tested, 0.13% active; in the data active = a potency from the dose series; inconclusive = inhibition mostly from about 14% at the one dose, without a potency; inactive = the rest, 99 in 100 with inhibition below about 12%; also: strong numbers were not always called active
H1N1 NS1A inhibition = NS1A inhibition, H1N1 influenza, cell based functional assay (AID 504329); NS1A functional cell-based assay, percent inhibition; higher % means a stronger effect; inhibition, % at 12.5 µM, or IC50 in µM where a hit was titrated; 340,000 tested, 0.3% active; in the data active = a potency from the dose series; inconclusive = inhibition above about 27% without an active follow-up result; also: strong numbers were not always called active
H37Rv inhibition = M. tuberculosis growth inhibition, HTS (AID 449762). M. tuberculosis H37Rv growth inhibition, 7H9 media; higher % means a stronger effect. 330,000 tested, 0.59% active. one-dose inhibition, % at 25 µM; IC50 in µM for titrated hits; in the data active = a potency from the dose series; inconclusive = inhibition above about 70% without an active follow-up result;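 also: bacterial growth assessed after seven days of incubation; strong numbers were not always called active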
PhoP GFP inhibition = Inhibition of PhoP regulon, Salmonella typhi GFP reporter cells, confirmation, 4 h (AID 1850) | Salmonella Typhi PhoP-promoter GFP reporter, fluorescence, 4 h; higher % means a stronger effect | inhibition, % at 50 µM; hits with a dose series show IC50 in µM | 310,000 tested, 0.33% active; in the data active = a potency from the dose series; inconclusive = inhibition mostly from about 25% at the one dose, without a potency; inactive = the rest, 99 in 100 with inhibition below about 19%;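 also: 0% = induced wells with vehicle and 100% = uninduced wells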
An asterisk follows results filed as active; i = inactive; ? = inconclusive; / = no result given.

Start of the data: the first two records (preview)
Letters – A = M. tuberculosis; B = VEEV TC-83 Vero; C = H1N1 NS1A inhibition; D = H37Rv inhibition; E = PhoP GFP inhibition
mol: O=C1NC(c2cccs2)Nc2ccccc21 (stereo not given)
  A = -9%; B = 0.7%; C = -5%; D = -2%; E = 0%

mol: O=[N+]([O-])c1cccc(/C=N/Nc2nc(C(Cl)(Cl)Cl)nc3ccccc23)c1
  A = -14%; B = 2.8%; C = 6%; D = 5%; E = -6%

Results, repeating the preview:
Letters – A = M. tuberculosis; B = VEEV TC-83 Vero; C = H1N1 NS1A inhibition; D = H37Rv inhibition; E = PhoP GFP inhibition
mol: O=C1NC(c2cccs2)Nc2ccccc21 (stereo not given)
  A = -9%; B = 0.7%; C = -5%; D = -2%; E = 0%

mol: O=[N+]([O-])c1cccc(/C=N/Nc2nc(C(Cl)(Cl)Cl)nc3ccccc23)c1
  A = -14%; B = 2.8%; C = 6%; D = 5%; E = -6%

mol: Cc1ccccc1OCc1nc(-c2cccnc2)no1
  A = 17%; B = 3.3%; C = -4%; D = 0%; E = -7%

mol: COc1ccc(C(=O)Nc2cccc(S(C)(=O)=O)c2)cc1
  A = -2%; B = 0.7%; C = -2%; D = -2%; E = -5%

mol: Cc1ccc(C(=O)CCC2CCCC2=O)cc1 (stereo not given)
  A = i; B = 0.9%; C = -9%; D = -4%; E = 1%

mol: O=C(CSc1nc2ccccc2[nH]1)Nc1nc(-c2cccc(Br)c2)cs1
  A = 6%; B = 2.1%; C = -5%; D = 18%; E = -5%

mol: COc1ccc(/C=N/Nc2nc(C)cc(=O)[nH]2)cc1OC
  A = -2%; B = 1.1%; C = 2%; D = 0%; E = -4%

mol: O=C(NCc1ccco1)C1CCCCC1
  A = 77%; B = 2.0%; C = 4%; D = -1%; E = -8%

mol: COc1ccc(-n2nc([N+](=O)[O-])c(=NCc3ccco3)n2O)cc1
  A = 52%; B = i; C = 7%; D = 8%; E = 2%

mol: CC(=O)c1c(-c2ccccc2)c2cc([N+](=O)[O-])ccc2[nH]c1=O
  A = -18%; B = 2.6%; C = 2%; D = 7%; E = -5%

mol: Cc1sc2ncn(C(C)C(=O)OC3CCCCC3)c(=O)c2c1C (stereo not given)
  A = ?; B = 2.2%; C = 1%; D = ?; E = 4%

mol: CCCCOc1ccc(C(=O)Oc2ccc(C)nc2)cc1
  A = 74%; B = 4.9%; C = -2%; D = 14µM*; E = 1%

mol: CCCc1ccc(Oc2cc(N3CCOCC3)nc(-c3ccccc3)n2)cc1
  A = 9%; B = 1.4%; C = -3%; D = 18%; E = 4%

mol: O=C1NC(c2ccccc2Br)=N/C1=C\c1ccco1
  A = 14%; B = i; C = 0%; D = 28%; E = -2%

mol: CC(C)(C)NC(=S)NNC(=O)c1cccc(Br)c1
  A = 2%; B = 2.1%; C = -8%; D = 4%; E = -8%

mol: Cc1ccc2nc(-c3ccccc3)cc(C(=O)N3CC(C)OC(C)C3)c2c1 (stereo not given)
  A = 20%; B = 6.8%; C = -3%; D = 13%; E = -2%

mol: COC(=O)C1=C(NC(=O)COc2ccc(Cl)cc2Cl)CCS1
  A = -4%; B = 2.2%; C = -5%; D = -7%; E = -4%

mol: N/C(=N\OC(=O)c1ccc(Cl)cc1[N+](=O)[O-])c1cccnc1
  A = 20%; B = 1.9%; C = -1%; D = 0%; E = 17%

mol: O=C(OCc1nc2ccccc2[nH]1)C12CC3CC(CC(C3)C1)C2
  A = 40%; B = 2.2%; C = 21%; D = 3%; E = 5%

mol: CCCC1(CCC)NC(=O)NC1=O
  A = /; B = 0.9%; C = -1%; D = -1%; E = -6%

mol: CSc1nc(NCCCN(C)C)c2c3c(sc2n1)CN(C)CC3
  A = 70%; B = /; C = /; D = 4%; E = -24%

mol: O=C(c1cc(COc2ccc(F)cc2F)on1)N1CCOCC1
  A = 0%; B = 2.3%; C = -1%; D = 4%; E = 8%

mol: Cc1cc(NC(=O)C2CCCCC2)ccc1NC(=O)c1ccccc1Cl
  A = -3%; B = i; C = -1%; D = -4%; E = -4%

mol: O=C(CNS(=O)(=O)c1ccccc1)Nc1ccc(F)cc1F
  A = -13%; B = i; C = -1%; D = -12%; E = -7%

mol: CCOCCCNS(=O)(=O)c1ccc(Br)cc1
  A = -6%; B = 0.2%; C = 9%; D = 2%; E = -1%

mol: O=[N+]([O-])c1ccc2c(c1)nc1n2CCN(C2CCCCC2)C1
  A = 40%; B = 1.2%; C = -9%; D = -2%; E = 0%

mol: CCOC(=O)Cc1nnc(NC(=O)C2CCCCC2)s1
  A = 38%; B = i; C = 0%; D = -1%; E = -6%

mol: COc1ccc(N(Cc2ccccc2)C(=O)OC(C)(C)C)c(C(=O)N(C)OC)c1
  A = 8%; B = i; C = -6%; D = -8%; E = /

mol: O=c1c(N2CCOCC2)coc2ccccc12
  A = 3%; B = i; C = 8%; D = -4%; E = -2%

mol: CN(C(=O)c1cccc(NC(=O)Cc2cccc(NC(=O)C3CCCN(C(=O)C4CC4)C3)c2)c1)C1CC1 (stereo not given)
  A = /; B = 1.6%; C = -5%; D = /; E = /

mol: O=C1C2C3C=CC(O3)C2C(=O)N1N=Cc1cccc2ccccc12 (stereo not given)
  A = /; B = i; C = 2%; D = /; E = /

mol: O=C(CSc1nnc(CNC(=O)c2ccccc2)o1)c1ccccc1
  A = 28%; B = 2.1%; C = 6%; D = 5%; E = -1%

mol: COc1ccccc1NC(=O)CN(Cc1ccco1)C(=O)c1cc2ccccc2o1
  A = 13%; B = 9.2%; C = -3%; D = 0%; E = -5%

mol: CCOC(=O)C(C)Sc1nnc(Cc2cc(=O)[nH]c(=O)[nH]2)n1-c1ccc(OCC)cc1 (stereo not given)
  A = -2%; B = 0.9%; C = -7%; D = -1%; E = -21%

mol: COCCCNC(=S)NNC(=O)C(O)(c1ccccc1)c1ccccc1
  A = 1%; B = 1.0%; C = 2%; D = -5%; E = 6%

mol: COc1ccc(C(C)(C)C)cc1NC(=O)COC(=O)CN1C(=O)NC2(CCCCC2C)C1=O (stereo not given)
  A = 1%; B = 1.7%; C = -13%; D = 7%; E = /

mol: COc1ccc(-c2nnc(SCC(=O)NNC(=O)Cc3ccccc3)n2C)cc1OC
  A = -3%; B = 0.6%; C = 2%; D = -1%; E = -1%

mol: O=C(CSC1=NC(=O)C(Cc2ccccc2)C(=O)N1)NC1CCCCC1 (stereo not given)
  A = 18%; B = i; C = -8%; D = -1%; E = 6%

mol: COc1ccc(/C=N/NC(=O)c2nc(-c3ccccc3)cc(-c3ccccc3)n2)cc1O
  A = 3%; B = ?; C = 4%; D = 6%; E = -9%

mol: CC(OC(=O)c1ccc(C#N)cc1)C(=O)Nc1ccc(Cl)cn1 (stereo not given)
  A = /; B = 1.1%; C = 8%; D = /; E = /

mol: O=C(CCNC(=O)OCc1ccccc1)NC1CCCCCC1
  A = 53%; B = 1.1%; C = -2%; D = -2%; E = -9%

mol: Cc1ccc(/C(O)=C2/C(=O)C(=O)N(CCN3CCOCC3)C2c2cccnc2)cc1 (stereo not given)
  A = 3%; B = 1.2%; C = 18%; D = -3%; E = -1%

mol: Cn1c(=O)c2c(ncn2CCc2ccccc2)n(C)c1=O
  A = 8%; B = 0.8%; C = -6%; D = -7%; E = -14%

mol: CCOc1cc(C#N)ccc1OCC(=O)N1CCN(C(=O)c2cccs2)CC1
  A = 4%; B = 2.5%; C = -8%; D = -7%; E = /

mol: CCCCCCCC(=O)NC(Nc1ccccc1OC)C(Cl)(Cl)Cl (stereo not given)
  A = 5%; B = i; C = 4%; D = 10%; E = -15%

mol: COc1ccc(N2CCc3c(C)nc(SC)nc32)cc1
  A = -1%; B = 1.2%; C = -9%; D = 38%; E = 4%

mol: CC(OC(=O)c1ccc2c(c1)OCO2)C(=O)NC1CCCCC1C (stereo not given)
  A = /; B = 1.6%; C = -1%; D = /; E = /

mol: COc1ccc(N2C(=O)C(CC(=O)Nc3ccccc3)N(CCc3ccc(OC)c(OC)c3)C2=O)cc1 (stereo not given)
  A = 28%; B = 3.5%; C = -8%; D = 0%; E = 0%

mol: CCOC(=O)CCCNC(=O)CCNC(=O)c1ccc(OCC(C)C)cc1
  A = 28%; B = 0.7%; C = 9%; D = -7%; E = 2%

mol: CCOC(=O)c1sc(NC(=O)CSc2nnc(-c3ccco3)o2)c(C(=O)OCC)c1C
  A = -8%; B = 6.8%; C = -1%; D = -1%; E = 1%

(further entries)
Letters – A = M. tuberculosis; B = VEEV TC-83 Vero; C = H1N1 NS1A inhibition; D = H37Rv inhibition; E = PhoP GFP inhibition
mol: O=C(O)c1ccc(CNCc2ccccc2F)cc1
  A = -9%; B = 0.4%; C = 1%; D = 4%; E = -3%

mol: CCOCCCNC(=O)c1ccccc1Br
  A = -5%; B = 1.1%; C = 2%; D = -1%; E = 0%

mol: Cc1onc(-c2ccccc2)c1NC(=O)Nc1c(-c2ccccc2)noc1C
  A = 11%; B = 2.9%; C = -8%; D = -5%; E = 3%

mol: O=C(COc1ccc(Cl)cc1Cl)NC(=O)N1CCOCC1
  A = 30%; B = 0.2%; C = 7%; D = 7%; E = -1%

mol: COc1ccc(C(=O)Nc2ccc(CN3CCOCC3)cc2)cc1
  A = 7%; B = 1.9%; C = 1%; D = 0%; E = 8%

mol: O=C(NCc1ccc2c(c1)OCO2)C1CCCN1C(=O)Nc1ccccc1 (stereo not given)
  A = -1%; B = 0.2%; C = 5%; D = -8%; E = -6%

mol: COc1ccc2sc(-c3ccc(S(C)(=O)=O)cc3)c(C(=O)NCCCN3CCCC3=O)c2c1
  A = 11%; B = 7.9%; C = 17%; D = 4%; E = /

mol: O=Cc1ccc(Oc2ccc(F)cc2)nc1
  A = 63%; B = 0.3%; C = -4%; D = 1%; E = 1%

mol: Cc1c(N/C(=N/S(=O)(=O)c2ccccc2)c2ccc(Cl)cc2)c(=O)n(-c2ccccc2)n1C
  A = 4%; B = i; C = 13%; D = -2%; E = 3%

mol: c1ccc(-c2nnc3n2-c2ccccc2SC3)cc1
  A = -4%; B = 1.1%; C = 2%; D = -6%; E = 8%

mol: O=C(CN1C(=O)CSC1=O)N1CCCCC1
  A = 3%; B = 2.1%; C = 3%; D = -5%; E = -6%

mol: COc1cc(/C=N/NC(=O)CCC(=O)Nc2ccc(Br)cc2)ccc1O
  A = -8%; B = 0.5%; C = -19%; D = 2%; E = -5%

mol: CC(=O)Nc1ccccc1N(CC(O)Cn1c2ccccc2c2ccccc21)S(=O)(=O)c1ccc(C)cc1 (stereo not given)
  A = 49%; B = 6.2%; C = 3%; D = 24%; E = -8%

mol: COc1ccccc1OCC(=O)Nc1cc(C(F)(F)F)ccc1-n1cncn1
  A = -6%; B = 6.7%; C = -8%; D = 1%; E = 3%

mol: CCNC(=O)C12CCC(C)(c3nc4cc(C)c(C)cc4nc31)C2(C)C (stereo not given)
  A = 8%; B = 2.0%; C = -11%; D = 4%; E = -9%

mol: COc1cc(-c2nnc(SCC(=O)/C(C#N)=C(\C)N)o2)cc(OC)c1OC
  A = 6%; B = i; C = 2%; D = -2%; E = 4%

mol: CC(Cc1ccccc1)=NNc1ccc([N+](=O)[O-])cc1[N+](=O)[O-]
  A = /; B = i; C = 15%; D = /; E = /

mol: COC(CNC(=O)c1ccc(CS(=O)(=O)c2c(Cl)cccc2Cl)o1)OC
  A = -7%; B = 0.7%; C = -13%; D = -2%; E = -12%

mol: COc1ccc(Oc2cc(Cl)nc(N)n2)cc1
  A = 64%; B = 1.5%; C = 5%; D = 3%; E = 0%

mol: Cn1cccc1C(=O)NC(=O)COC(=O)c1ccc(S(C)(=O)=O)cc1
  A = -1%; B = 1.8%; C = 10%; D = 7%; E = /

mol: COc1cc2c(c(NC(C)=O)c1)N(C(C)=O)CCC2
  A = /; B = 1.3%; C = 6%; D = /; E = /

mol: COc1ccc(-c2nnc(SCc3ccc(C(=O)O)cc3)n2N)cc1
  A = /; B = 2.0%; C = -23%; D = 1%; E = 3%

Quoted from the entries so far, five compounds:
Letters – A = M. tuberculosis; B = VEEV TC-83 Vero; C = H1N1 NS1A inhibition; D = H37Rv inhibition; E = PhoP GFP inhibition
mol: COC(CNC(=O)c1ccc(CS(=O)(=O)c2c(Cl)cccc2Cl)o1)OC
  A = -7%; B = 0.7%; C = -13%; D = -2%; E = -12%

mol: COc1ccc(Oc2cc(Cl)nc(N)n2)cc1
  A = 64%; B = 1.5%; C = 5%; D = 3%; E = 0%

mol: Cn1cccc1C(=O)NC(=O)COC(=O)c1ccc(S(C)(=O)=O)cc1
  A = -1%; B = 1.8%; C = 10%; D = 7%; E = /

mol: COc1cc2c(c(NC(C)=O)c1)N(C(C)=O)CCC2
  A = /; B = 1.3%; C = 6%; D = /; E = /

mol: COc1ccc(-c2nnc(SCc3ccc(C(=O)O)cc3)n2N)cc1
  A = /; B = 2.0%; C = -23%; D = 1%; E = 3%

Compounds as they come. Share with any hit: about 1.5%.
